From PubChem BioAssay
Neddyl block: inhibitors of cullin neddylation, primary screen, biochemical, TR-FRET, uHTS, NAE and Ubc12; actives 0.58% (n = 360,000); calls only at 25 µM; AID 651699, 2012; NEDD8-conjugating enzyme Ubc12 (Homo sapiens) + NEDD8-activating enzyme E1 regulatory …; in the data active = inhibition above about 36%
Target sequence (P61081 whole entry, looked up): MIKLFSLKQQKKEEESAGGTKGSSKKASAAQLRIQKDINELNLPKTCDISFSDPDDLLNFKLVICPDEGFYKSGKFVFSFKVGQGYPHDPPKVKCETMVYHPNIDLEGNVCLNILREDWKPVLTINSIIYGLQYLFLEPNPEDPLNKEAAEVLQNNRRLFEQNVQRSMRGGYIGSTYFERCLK
Target sequence (Q13564 whole entry, looked up): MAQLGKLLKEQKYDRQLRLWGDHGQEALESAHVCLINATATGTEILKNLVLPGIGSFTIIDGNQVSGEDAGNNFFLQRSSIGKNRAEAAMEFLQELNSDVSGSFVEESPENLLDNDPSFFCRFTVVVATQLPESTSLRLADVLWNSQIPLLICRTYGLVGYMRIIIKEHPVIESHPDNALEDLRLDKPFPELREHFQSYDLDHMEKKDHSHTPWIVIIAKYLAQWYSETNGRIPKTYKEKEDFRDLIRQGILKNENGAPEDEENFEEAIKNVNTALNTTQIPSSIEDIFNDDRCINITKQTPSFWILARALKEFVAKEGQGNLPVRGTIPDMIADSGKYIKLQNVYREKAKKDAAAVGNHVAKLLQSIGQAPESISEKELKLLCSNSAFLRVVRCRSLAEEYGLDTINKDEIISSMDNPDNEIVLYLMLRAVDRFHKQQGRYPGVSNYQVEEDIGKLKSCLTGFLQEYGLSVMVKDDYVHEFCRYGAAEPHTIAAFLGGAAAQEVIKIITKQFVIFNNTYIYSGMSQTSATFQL
eLon inh: inhibitors of E. coli Lon protease, primary screen, biochemical, fluorescence polarization; P0A9M0; purified E. coli Lon protease; inhibition, % at 7.94 µM; actives 0.42% (n = 360,000); AID 602123, 2011; in the data active = inhibition above about 13%, passing the limit was not always enough;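 also: 0% = enzyme with probe and DMSO and 100% = no enzyme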
PABP1 MLLE inh: inhibitors of PABP1 MLLE–PAM2 peptide binding, primary screen, biochemical, fluorescence polarization, FITC-PAM2, GST-MLLE | inhibition, % at 20 µM | actives 0.36% (n = 360,000); in the data active = inhibition above about 35%, passing the limit was not always enough;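 also: plate controls were DMSO wells with GST-MLLE for no effect and wells lacking GST-MLLE protein for full effect; some results filed as inactive read as strong as hits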
FAS TE block: FAS thioesterase domain inhibitors, primary screen, biochemical, fluorescence intensity, uHTS; recombinant FAS-TE, OMFH fluorogenic substrate, fluorescence endpoint; inhibition, % at 15 µM; actives 0.67% (n = 360,000);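 active = compounds whose normalised, plate-corrected inhibition of enzyme fluorescence in the single-dose primary screen is 50% or more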;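 also: 0% = DMSO with enzyme and 100% = substrate without enzyme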
CSN inh: inhibitors of CSN-mediated cullin deneddylation, primary screen, biochemical, fluorescence polarization, uHTS; Purified CSN, SCF-Nedd8-OG deneddylation; inhibition, % at 12.5 µM; actives 0.38% (n = 360,000); AID 651999, 2013;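 active = pattern-corrected inhibition above about 35%, with an unprinted fluorescence ratio check between 0.5 and 1.5, limit read from the data, passing the limit was not always enough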;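 also: 0% = enzyme with substrate and 100% = substrate without enzyme; some results filed as inactive read as strong as hits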
Target sequence (Q92905 whole entry, looked up, one chain of several): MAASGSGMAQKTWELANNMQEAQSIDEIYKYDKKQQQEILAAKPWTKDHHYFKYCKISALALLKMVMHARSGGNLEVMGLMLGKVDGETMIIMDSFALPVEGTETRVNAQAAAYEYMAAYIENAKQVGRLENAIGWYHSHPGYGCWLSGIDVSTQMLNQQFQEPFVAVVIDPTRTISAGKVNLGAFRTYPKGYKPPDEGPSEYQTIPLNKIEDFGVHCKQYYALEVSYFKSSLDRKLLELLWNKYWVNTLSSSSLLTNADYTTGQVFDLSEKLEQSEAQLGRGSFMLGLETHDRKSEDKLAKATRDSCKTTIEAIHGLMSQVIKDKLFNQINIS
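Schedule: reaction 90 min, room temperature / Assay system: HEK293T-derived human Csn5 enzyme / Input: Csn5 at 0.24 nM final / Measure: inhibition of Csn5 cleavage, % / Control set: substrate-only high control, full reaction low control / Technique: fluorescence polarization of the substrate / Buffer or medium: Tris/NaCl/DTT buffer, pH 7.5 / Reagent: SCFSkp2-Nedd8OG substrate at 10 nM final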
Rin1 Abl inh: inhibitors of Rin1-Abl protein binding, primary screen, biochemical, TR-FRET. actives 0.4% (n = 360,000). Tyrosine-protein kinase ABL1 (Homo sapiens) + Ras and Rab interactor 1 (Homo sapiens), …. inhibition, % at 7.35 µM. AID 588664, 2011; in the data active = inhibition above about 5%, passing the limit was not always enough
Tb MetRS inh: T. brucei MetRS inhibitors, primary screen, biochemical, luminescence; methionyl-tRNA synthetase (Trypanosoma brucei brucei); actives 0.4% (n = 360,000); inhibition, % at 11.9 µM; purified T. brucei MetRS, ATP depletion, Kinase-Glo luminescence; AID 624268, 2012;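 active = inhibition above a per-plate cutoff of the control wells' mean inhibition plus 3 SD, cut at about 5.5% in these data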;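 also: 0% = DMSO wells median and 100% = median of wells with control inhibitor compound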
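Test system: purified T. brucei MetRS enzyme. Also added: ATP, methionine and E. coli bulk tRNA substrates. Compound: 11.9 µM single point. Schedule: 15 min enzyme-compound preincubation, 2 h reaction, 10 min detection, 25 °C. Signal: luciferase luminescence of residual ATP, Kinase-Glo. Evaluation: percent inhibition versus plate control medians. Controls: DMSO wells, low control.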
MsrA inh: bovine MsrA enzyme inhibitors, primary screen, biochemical, absorbance, HTS; purified bovine MsrA, absorbance read-out; Methionine sulfoxide reductase A (Bos taurus); actives 0.75% (n = 360,000); inhibition, % at 15.5 µM; in the data active = inhibition above about 4.5%;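 also: 0% = vehicle wells with enzyme and 100% = reference inhibitor wells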
bovine MsrA act: bovine MsrA enzyme activators, primary screen, biochemical, absorbance, HTS; actives 0.3% (n = 360,000); Methionine sulfoxide reductase A (Bos taurus); activation, % at 10.6 µM; purified bovine MsrA, absorbance read-out; in the data active = activation above about 7.5%;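 also: 0% = vehicle and 100% = reference activator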
* marks the source's active call; other numbers are inactive results.

How did O=S(=O)(Nc1nc2cc3c(cc2nc1Cl)OCCO3)c1ccccc1 do in these assays?
Neddyl block: inactive; eLon inh: 5; PABP1 MLLE inh: 13; FAS TE block: -9; CSN inh: -6; Rin1 Abl inh: -3; Tb MetRS inh: -0.1; MsrA inh: 2.5; bovine MsrA act: 0

How did O=C(NC1CCCCCC1)C1CCCN(S(=O)(=O)c2cccs2)C1 (configuration not stated) do in these assays?
Neddyl block: inactive; eLon inh: -12; PABP1 MLLE inh: 4; FAS TE block: -1; CSN inh: 2; Rin1 Abl inh: 0; Tb MetRS inh: -1.0; MsrA inh: -0.9; bovine MsrA act: -6

How did COC(=O)c1ccccc1NC(=O)Nc1ccc(Br)cn1 do in these assays?
Neddyl block: inactive; eLon inh: 3; PABP1 MLLE inh: -5; FAS TE block: 1; CSN inh: 0; Rin1 Abl inh: 4; Tb MetRS inh: -0.7; MsrA inh: -1.2; bovine MsrA act: -5

How did CN1CCC(N2CCN(C3CN(C4CCCCC4)S(=O)(=O)C3)CC2)CC1 (configuration not stated) do in these assays?
Neddyl block: inactive; eLon inh: -14; PABP1 MLLE inh: 5; FAS TE block: -11; CSN inh: -2; Rin1 Abl inh: 2; Tb MetRS inh: -0.6; MsrA inh: -0.3; bovine MsrA act: -5

Results for CCCn1cnc2cc(NCc3ccccn3)ccc21 ?
Neddyl block: inactive; eLon inh: -7; PABP1 MLLE inh: 5; FAS TE block: -10; CSN inh: 1; Rin1 Abl inh: -1; Tb MetRS inh: -0.2; MsrA inh: 0.0; bovine MsrA act: -4

How did O=C(CC[C@H]1O[C@@H](n2cnc3c(NC(=O)c4ccccc4)ncnc32)[C@H](O)[C@@H]1O)NCCCN1CCOCC1 do in these assays?
Neddyl block: inactive; eLon inh: -3; PABP1 MLLE inh: -3; FAS TE block: -4; CSN inh: 0; Rin1 Abl inh: 5; Tb MetRS inh: 0.0; MsrA inh: -1.2; bovine MsrA act: -2

How did O=C1c2ccccc2C(Nc2ccc3c(c2)OCCO3)N1Cc1ccccc1 (configuration not stated) do in these assays?
Neddyl block: inactive; eLon inh: 3; PABP1 MLLE inh: -11; FAS TE block: 10; CSN inh: 3; Rin1 Abl inh: -3; Tb MetRS inh: 0.1; bovine MsrA act: 0

How did CC(=O)c1cccc(OCC(=O)OCC(=O)Nc2cc(S(=O)(=O)N3CCCCC3)ccc2C)c1 do in these assays?
Neddyl block: inactive; eLon inh: 8; PABP1 MLLE inh: 1; FAS TE block: -7; CSN inh: 1; Rin1 Abl inh: 2; Tb MetRS inh: -0.2; MsrA inh: -0.7; bovine MsrA act: -6

How did CCCCOc1ccc(N(CC(=O)NCCOC)C(=O)CCC(=O)Nc2ccccn2)cc1 do in these assays?
Neddyl block: inactive; eLon inh: 10; PABP1 MLLE inh: -4; FAS TE block: -4; CSN inh: -1; Rin1 Abl inh: 2; Tb MetRS inh: -0.3; MsrA inh: 0.5; bovine MsrA act: -5

How did COc1cccc(C2c3c(oc4ccccc4c3=O)C(=O)N2CCCN(C)C)c1OC (configuration not stated) do in these assays?
Neddyl block: inactive; eLon inh: 0; PABP1 MLLE inh: 2; FAS TE block: 0; CSN inh: 0; Rin1 Abl inh: -1; Tb MetRS inh: -0.1; MsrA inh: 2.4; bovine MsrA act: 2

What do the screens show for `COc1ccc(NC(=O)CN(C)CC(=O)Nc2ccc(Cl)cc2F)cc1`?
Neddyl block: inactive; eLon inh: 4; PABP1 MLLE inh: -28; FAS TE block: 1; CSN inh: 0; Rin1 Abl inh: 1; Tb MetRS inh: -0.3; MsrA inh: -0.8; bovine MsrA act: -6

How did O=C(C1CC1)N1CCc2cc(Br)cc(S(=O)(=O)N3CCCCCC3)c21 do in these assays?
Neddyl block: inactive; eLon inh: -1; PABP1 MLLE inh: 4; FAS TE block: 25; CSN inh: -2; Rin1 Abl inh: 3; Tb MetRS inh: -0.2; MsrA inh: 0.1; bovine MsrA act: -1

An excerpt from further up:
How did O=S(=O)(Nc1nc2cc3c(cc2nc1Cl)OCCO3)c1ccccc1 do in these assays?
Neddyl block: inactive; eLon inh: 5; PABP1 MLLE inh: 13; FAS TE block: -9; CSN inh: -6; Rin1 Abl inh: -3; Tb MetRS inh: -0.1; MsrA inh: 2.5; bovine MsrA act: 0

How did O=C(NC1CCCCCC1)C1CCCN(S(=O)(=O)c2cccs2)C1 (configuration not stated) do in these assays?
Neddyl block: inactive; eLon inh: -12; PABP1 MLLE inh: 4; FAS TE block: -1; CSN inh: 2; Rin1 Abl inh: 0; Tb MetRS inh: -1.0; MsrA inh: -0.9; bovine MsrA act: -6

How did COC(=O)c1ccccc1NC(=O)Nc1ccc(Br)cn1 do in these assays?
Neddyl block: inactive; eLon inh: 3; PABP1 MLLE inh: -5; FAS TE block: 1; CSN inh: 0; Rin1 Abl inh: 4; Tb MetRS inh: -0.7; MsrA inh: -1.2; bovine MsrA act: -5

How did CN1CCC(N2CCN(C3CN(C4CCCCC4)S(=O)(=O)C3)CC2)CC1 (configuration not stated) do in these assays?
Neddyl block: inactive; eLon inh: -14; PABP1 MLLE inh: 5; FAS TE block: -11; CSN inh: -2; Rin1 Abl inh: 2; Tb MetRS inh: -0.6; MsrA inh: -0.3; bovine MsrA act: -5

Results for CCCn1cnc2cc(NCc3ccccn3)ccc21 ?
Neddyl block: inactive; eLon inh: -7; PABP1 MLLE inh: 5; FAS TE block: -10; CSN inh: 1; Rin1 Abl inh: -1; Tb MetRS inh: -0.2; MsrA inh: 0.0; bovine MsrA act: -4

How did O=C(CC[C@H]1O[C@@H](n2cnc3c(NC(=O)c4ccccc4)ncnc32)[C@H](O)[C@@H]1O)NCCCN1CCOCC1 do in these assays?
Neddyl block: inactive; eLon inh: -3; PABP1 MLLE inh: -3; FAS TE block: -4; CSN inh: 0; Rin1 Abl inh: 5; Tb MetRS inh: 0.0; MsrA inh: -1.2; bovine MsrA act: -2

Carrying on.
What do the screens show for `COc1ccc(/C=C/C(=O)Nc2ccc3c(c2)OCCO3)cc1OC`?
Neddyl block: inactive; eLon inh: -11; PABP1 MLLE inh: -4; FAS TE block: -5; CSN inh: 4; Rin1 Abl inh: -3; Tb MetRS inh: -0.1; MsrA inh: 3.2; bovine MsrA act: -6

Results for CCOc1ccc(CN2CCNC(=O)C2CC(=O)NCC2CCOCC2)cc1 (configuration not stated) ?
Neddyl block: inactive; eLon inh: 5; PABP1 MLLE inh: 13; FAS TE block: -6; CSN inh: -2; Rin1 Abl inh: 1; Tb MetRS inh: -0.1; MsrA inh: 0.4; bovine MsrA act: -4

How did COc1ccccc1C(=O)Nc1ccc2c(c1)n(C)c(=O)n2C do in these assays?
Neddyl block: inactive; eLon inh: -14; PABP1 MLLE inh: 2; FAS TE block: -3; CSN inh: -3; Rin1 Abl inh: 0; Tb MetRS inh: -0.1; MsrA inh: 0.1; bovine MsrA act: -3

How did COc1ccc(OC)c(S(=O)(=O)Nc2c(NC3CCCCC3)c3ccccc3oc2=O)c1 do in these assays?
Neddyl block: inactive; eLon inh: -3; PABP1 MLLE inh: -9; FAS TE block: 9; CSN inh: -3; Rin1 Abl inh: -1; Tb MetRS inh: -0.3; bovine MsrA act: -1

Results for Cc1cc(-n2c(C)cc(C(=O)CSc3nnnn3-c3ccc(Cl)cc3)c2C)no1 ?
Neddyl block: inactive; eLon inh: 0; PABP1 MLLE inh: -113; FAS TE block: 4; CSN inh: 1; Rin1 Abl inh: 3; Tb MetRS inh: -0.1; MsrA inh: -0.3; bovine MsrA act: 6

What do the screens show for `CCN1C(=O)N[C@@H](CCc2ccccc2)C(C(C)=O)=C1C`?
Neddyl block: inactive; eLon inh: -4; PABP1 MLLE inh: 0; FAS TE block: -11; CSN inh: -2; Rin1 Abl inh: -3; Tb MetRS inh: 0.4; MsrA inh: 1.1; bovine MsrA act: -2

Results for COc1ccccc1NC(=S)NC(NC(=O)c1ccco1)C(Cl)(Cl)Cl (configuration not stated) ?
Neddyl block: inactive; eLon inh: 5; PABP1 MLLE inh: 15; FAS TE block: -5; CSN inh: -3; Rin1 Abl inh: -1; Tb MetRS inh: -1.6; MsrA inh: -0.3; bovine MsrA act: -11

Results for COc1ccc(CC(=O)NNC2=Nc3cccc4cccc2c34)cc1OC ?
Neddyl block: inactive; eLon inh: -1; PABP1 MLLE inh: -17; FAS TE block: -3; CSN inh: 3; Rin1 Abl inh: -7; Tb MetRS inh: 0.2; MsrA inh: 0.9; bovine MsrA act: 1

How did Nc1ncc2c(n1)CCN(c1ccc([N+](=O)[O-])cc1)C2 do in these assays?
Neddyl block: inactive; eLon inh: 6; PABP1 MLLE inh: 2; FAS TE block: 4; CSN inh: -1; Rin1 Abl inh: -2; Tb MetRS inh: 2.6; MsrA inh: 3.1; bovine MsrA act: -1

What do the screens show for `Cc1cc(-c2ccccc2)n2ncc(C#N)c2n1`?
eLon inh: -9; PABP1 MLLE inh: 1; FAS TE block: -7; CSN inh: 0; Rin1 Abl inh: 0; Tb MetRS inh: -1.1; MsrA inh: 1.1; bovine MsrA act: -12

How did CC1CCC(NC(=O)CCCCn2c(=O)[nH]c3ccsc3c2=O)CC1 (configuration not stated) do in these assays?
Neddyl block: inactive; eLon inh: 2; PABP1 MLLE inh: -4; FAS TE block: -1; CSN inh: -3; Rin1 Abl inh: 2; Tb MetRS inh: -0.1; MsrA inh: -0.5; bovine MsrA act: -8

Results for COc1ccc(/C=C2\Sc3ccc(C(=O)NCCN4CCCCCC4)cc3N(C)C2=O)cc1 ?
Neddyl block: inactive; eLon inh: -6; PABP1 MLLE inh: -33; FAS TE block: -8; CSN inh: 8; Rin1 Abl inh: -2; Tb MetRS inh: -0.2; MsrA inh: 0.9; bovine MsrA act: -4

Results for O=C(OCC1OC(n2cnc3c(N(C(=O)c4ccccc4)C(=O)c4ccccc4)ncnc32)C(O)C1F)c1ccccc1 (configuration not stated) ?
Neddyl block: inactive; eLon inh: 2; PABP1 MLLE inh: -1; FAS TE block: 16; CSN inh: 4; Rin1 Abl inh: 0; Tb MetRS inh: 0.7; bovine MsrA act: -3

What do the screens show for `O=C(CCc1nnc(-c2ccc3c(c2)OCO3)o1)NCCc1ccccc1F`?
Neddyl block: inactive; eLon inh: 4; PABP1 MLLE inh: -11; FAS TE block: -3; CSN inh: 1; Rin1 Abl inh: -4; Tb MetRS inh: -0.6; MsrA inh: 0.5; bovine MsrA act: -4

Results for CC1(C(=O)Nc2ccccc2)Cc2c(-c3cccc(C(F)(F)F)c3)ccnc2O1 (configuration not stated) ?
Neddyl block: inactive; eLon inh: -4; PABP1 MLLE inh: -10; FAS TE block: 13; CSN inh: 1; Rin1 Abl inh: 1; Tb MetRS inh: 0.0; MsrA inh: -0.1; bovine MsrA act: -6
